Source: PubChem (National Center for Advancing Translational Sciences (NCATS))
Tau fil binding – qHTS Assay for Tau Filament Binding; Microtubule-associated protein tau (Homo sapiens), P10636; recombinant tau filaments, thioflavin S fluorescence, 15 h; filaments grown with octadecylsulfate alongside compound; Potency, µM (series often up to 57.1 µM), inactives show at the top dose activity change, negative = inhibition; actives 2% (n = 71,000); AID 596, 2007;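 note: potency is the fitted concentration of half-maximal effect; % is set by controls: 0 for no effect and ±100 for the full control effect; actives lower thioflavin S fluorescence by blocking filaments or displacing dye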
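Quantitative HTS: thioflavine S signal from ODS-induced tau filaments, excited at 450 nm, emission 510 nm. Conditions: 1 uM tau, 30 uM ODS, 15 h at 37 C, pH 7.4.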
DNA Pol III inh – qHTS Assay for Inhibitors of DNA Polymerase III Holoenzyme System; Potency, µM (top dose mostly 57.1 µM), inactives show at the top dose activity change, negative = inhibition; AID 603, 2007; reconstituted DNA polymerase III holoenzyme replication, biochemical; actives 0.25% (n = 71,000); note: potency is the fitted concentration of half-maximal effect; % is set by controls: 0 for no effect and ±100 for the full control effect
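Reconstituted *E. coli* holoenzyme (0.35 nM Pol III, 1 nM beta, 154 nM SSB, 2 nM primase) was preincubated with compound for 15 min at RT. Synthesis on 1.4 nM ssM13Gori ran 35 min, then was stopped with PicoGreen/EDTA and read as dsDNA fluorescence.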
Rhodamine autofl – qHTS Assay for Spectroscopic Profiling in Rhodamine Spectral Region. Rhodamine-region fluorescence, 547/598 nm, Tris buffer; hits give high values. actives 0.05% (n = 59,000). max dye-equivalent concentration, M; in the data active = max dye-equivalent concentration above about 11 nM; inconclusive = between about 1.1 nM and that limit
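A six-point rhodamine series on each plate calibrates the signal. Compounds sit in 100 mM Tris (pH 8.0) for 15 min at ambient temperature before imaging through 547 nm/598 nm filters.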
Caspase-1 inhib – qHTS Assay for Allosteric/Competitive Inhibitors of Caspase-1. AID 900, 2007. P29466. actives 0.03% (n = 75,000). Potency, µM (top dose mostly 57.5 µM), for inactives: at the highest dose activity change, negative = inhibition, actives largely listed as inhibitors. Caspase-1 enzyme, Ac-WEHD-AFC fluorogenic rate;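 note: potency is the fitted concentration of half-maximal effect; plate controls were vehicle for no effect and no substrate for full effect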
HEK293 cAMP cs – qHTS Assay for Agonists of the Thyroid Stimulating Hormone Receptor: Activators of Intracellular cAMP Concentrations in Parental HEK 293 | parental HEK293 CNG cAMP sensor, membrane potential fluorescence | AID 938, 2007 | actives 2.5% (n = 73,000) | Potency, µM (doses to about 57.1 µM), without a hit: at the highest dose activation, actives largely listed as activators; note: potency is the fitted concentration of half-maximal effect; % of control where 0% means no effect; nearly all actives have a fitted effect of over 55% in size
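Parental HEK 293 cells stably expressing a cAMP-gated CNG channel were loaded with membrane potential dye containing 100 uM RO 20-1724 for 60 min. Compound added for 30 min; depolarization read as fluorescence intensity at 590 nm.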
USP2a inhib – qHTS Assay for Inhibitors of Ubiquitin-specific Protease USP2a; USP2a enzymatic assay, qHTS inhibition; Potency, µM (doses to about 38.3 µM), for inactives: top-dose activity change, negative = inhibition, actives largely listed as inhibitors; actives 0.1% (n = 60,000);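 note: potency is the fitted concentration of half-maximal effect; nearly all actives have a fitted effect of over 60% in size; plate controls were DMSO for no effect and NEM full inhibition control for full effect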
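Coupled readout: USP2-cleaved Ub-PLA2 (20nM final) turns over NBD C6-HPC (20uM final), Ex 460nm/Em 535nm after 2.5 h, time-zero read flagging artifacts. Enzyme (20nM final, pH 8.0 Tris) given 30 min RT with compound first; NEM defines full inhibition.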
ALOX15 inhib – qHTS Assay for Inhibitors of 15-hLO (15-human lipoxygenase); Polyunsaturated fatty acid lipoxygenase ALOX15 (Homo sapiens), P16050; purified 15hLO-1, xylenol orange hydroperoxide absorbance; Potency, µM (series often up to 57.1 µM), without a hit: at the highest dose activity change, negative = inhibition, usual class: inhibitors; actives 1.4% (n = 74,000); AID 887, 2007; note: potency is the fitted concentration of half-maximal effect; % is set by controls: 0 for no effect and ±100 for the full control effect; nearly all actives have a fitted effect of over 55% in size
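Inhibition is scored from a chromogenic endpoint. After 15 min enzyme-compound contact, arachidonic acid (50 uM final) reacts 6 min with 40 nM 15hLO-1 at room temperature, then Fe-XO reagent is added for 30 min and absorbance ratio recorded.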
BRCT PPI green – qHTS Assay for Inhibitors of BRCT-Phosphoprotein Interaction (Green Fluorophore); BRCA1 BRCT-phosphopeptide binding, green fluorescence polarization; Potency, µM (doses to about 76.9 µM), for the others: at the highest dose activity change, negative = inhibition, actives largely listed as inhibitors; Breast cancer type 1 susceptibility protein (Homo sapiens), P38398; actives 0.05% (n = 75,000); AID 875, 2007;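 note: potency is the fitted concentration of half-maximal effect; plate controls were peptide without protein for full effect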
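Fluorescence polarization: His-tagged BRCT (~35 kDa BRCA1 C-terminus, 250 nM) bound to 100 nM fluorescein-labeled phosphorylated 10-aa BACH1 peptide, pH 7.3 phosphate buffer with DTT and Tween 20. Compounds incubated 12 min at room temperature; inhibition read as lowered polarization.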
HADH2 inh – qHTS Assay for Inhibitors of HADH2 (Hydroxyacyl-Coenzyme A Dehydrogenase, Type II). Potency, µM (series often up to 57.1 µM), inactives show top-dose activity change, negative = inhibition, most hits filed as inhibitors. AID 886, 2007. recombinant HADH2, NADH fluorescence, beta-hydroxybutyryl-CoA. actives 3.4% (n = 73,000); note: potency is the fitted concentration of half-maximal effect; % is set by controls: 0 for no effect and ±100 for the full control effect; nearly all actives have a fitted effect of over 60% in size; many of its hits are not listed in these tables
Target sequence (Q99714 whole entry, looked up, one chain of several): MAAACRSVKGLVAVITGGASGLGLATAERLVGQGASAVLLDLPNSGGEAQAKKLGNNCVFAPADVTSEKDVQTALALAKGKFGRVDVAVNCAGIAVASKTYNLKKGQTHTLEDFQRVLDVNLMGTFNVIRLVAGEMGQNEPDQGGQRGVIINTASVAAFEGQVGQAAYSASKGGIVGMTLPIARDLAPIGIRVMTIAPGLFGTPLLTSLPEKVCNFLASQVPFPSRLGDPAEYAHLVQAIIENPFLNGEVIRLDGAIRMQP
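Buffer 100 mM Tris-HCl pH 9.0/0.01% Tween-20; HADH2 20 nM; NAD+ 1 mM; beta-hydroxybutyryl-CoA 90 uM (all final). 15 min cpd preincubation, RT.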
BRCT PPI red – qHTS Assay for Inhibitors of BRCT-Phosphoprotein Interaction (Red Fluorophore); Breast cancer type 1 susceptibility protein (Homo sapiens), P38398; Potency, µM (top dose mostly 76.9 µM), for the others: at the top dose activity change, negative = inhibition, actives largely listed as inhibitors; AID 892, 2007; actives 0.03% (n = 75,000); BRCT-phosphopeptide binding, red fluorescence polarization; note: % is set by controls: 0 for no effect and ±100 for the full control effect
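Fluorescence polarization: 100 nM His-tagged BRCA1 BRCT with 100 nM TAMRA-labelled phospho-BACH1 decapeptide, phosphate buffer pH 7.3 with 150 mM NaCl, DTT, 0.01% Tween 20; 12 min RT. Binding inhibition seen as FP decrease.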
Casp7 inh – qHTS Assay for Allosteric/Competitive Inhibitors of Caspase-7; recombinant caspase-7, Ac-DEVD-AFC fluorescence rate; P55210; Potency, µM (doses to about 57.5 µM), for inactives: at the top dose activity change, negative = inhibition, usual class: inhibitors; AID 889, 2007; actives 0.02% (n = 75,000); active = well fitted inhibition curve with a large enough effect in the main read-out, with a control signal flat, not every such curve was filed as active; inconclusive = small, poorly fitted or top-dose-only effect, or a change in a side signal; note: potency is the fitted concentration of half-maximal effect; % of control where 0% means no effect
Target sequence (P55210 24-198 limits assumed): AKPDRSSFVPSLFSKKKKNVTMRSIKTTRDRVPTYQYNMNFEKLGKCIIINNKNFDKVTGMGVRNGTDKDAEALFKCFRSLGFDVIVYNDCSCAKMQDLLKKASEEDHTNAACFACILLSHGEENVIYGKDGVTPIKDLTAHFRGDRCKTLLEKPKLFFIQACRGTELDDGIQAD
Target sequence (P55210 207-303 limits assumed): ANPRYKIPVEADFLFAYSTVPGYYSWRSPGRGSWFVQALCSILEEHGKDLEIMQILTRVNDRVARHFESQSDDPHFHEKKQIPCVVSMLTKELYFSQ
Active calls of the source: *; i = inactive; ? = inconclusive; nt = no result given; [ ] = remark or other dose. Unless noted, calls come from the whole dose curve; as a rule, active = well fitted curve in the direction sought with a large enough effect; inconclusive = small, poorly fitted or top-dose-only effect, or another doubt; inactive = no such curve, though single readings can be large; an effect the other way counts as inactive or inconclusive. This is a subset (hit frequency here may not be typical).

SMILES | Tau fil binding | DNA Pol III inh | Rhodamine autofl | Caspase-1 inhib | HEK293 cAMP cs | USP2a inhib | ALOX15 inhib | BRCT PPI green | HADH2 inh | BRCT PPI red | Casp7 inh
CC[C@H]1C(=O)OC[C@@H]1Cc1cncn1C | ? | -6% | i | nt | -1% | nt | nt | nt | 11% | nt | nt
C[C@]12CC[C@@H]3C(=CCc4cc(O)ccc43)[C@@H]1CCC2=O | 10%[25.6 µM] | -8%[25.6 µM] | i | 1%[25.7 µM] | -11%[25.6 µM] | -7%[17.1 µM] | ? | -0.3%[34.4 µM] | -18%[25.6 µM] | -2.9%[34.4 µM] | -2%[25.7 µM]
